# Assay outcomes: PubChem, several laboratories
# TcdB inh: TcdB glycohydrolase inhibitors, primary screen, biochemical, single point, plate reader. TcdB glycohydrolase enzymatic assay. hit rate 0.24% among 350,000. inhibition, % at 9.99 µM. AID 652162, 2013. Toxin B (Clostridioides difficile), P18177; in the data active = inhibition above about 10%
# SARS 3CLpro inh: SARS-CoV 3CLpro protease inhibitors, primary screen, biochemical, quenched FRET | Replicase polyprotein 1ab (Severe acute respiratory syndrome coronavirus), P0C6X7 | recombinant SARS-CoV 3CLpro, quenched FRET peptide cleavage | inhibition, % at 6 µM | hit rate 0.14% among 290,000 | AID 1706, 2009; in the data active = inhibition above about 12%
# SSB-PriA inh: inhibitors of Klebsiella pneumoniae PriA binding to SSB C-terminal tail, primary screen, biochemical, AlphaScreen | PriA–SSB C-terminal tail interaction (Klebsiella pneumoniae) | hit rate 0.6% among 430,000 | AlphaScreen SSBct-PriA binding, biotinylated peptide | inhibition, % at 33 µM; in the data active = inhibition mostly above about 37%, no sharp cut-off; inactive = mostly below about 20%;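 note: plate controls were negative control peptide for no effect and reference peptide for full effect; strong numbers were not always called active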
# VHR inh abs: VHR1 phosphatase inhibitors, primary screen, biochemical, absorbance, uHTS | recombinant VHR phosphatase, pNPP absorbance | inhibition, % at 13.3 µM | hit rate 0.52% among 290,000; in the data active = inhibition above about 50%; note: some compounds called inactive have numbers as strong as hits
# Target sequence (P51452 whole entry, looked up): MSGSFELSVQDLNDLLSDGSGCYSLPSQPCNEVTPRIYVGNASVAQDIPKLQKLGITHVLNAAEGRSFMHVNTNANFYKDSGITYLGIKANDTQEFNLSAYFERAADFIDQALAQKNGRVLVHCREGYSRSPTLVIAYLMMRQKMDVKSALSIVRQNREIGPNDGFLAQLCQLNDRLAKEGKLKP
# Anthrax LF prot: Bacillus anthracis LF protease inhibitors, primary screen, biochemical, multiplex microsphere, MLPCN library | AID 588501, 2011 | hit rate 0.12% among 360,000 | inhibition, % at 10 µM | multiplex microsphere protease cleavage assay | Lethal factor (Bacillus anthracis), P15917; in the data active = inhibition above about 30%; note: plate controls were buffer without enzyme for full effect and enzyme alone for no effect
# Y pestis TopoI: Yersinia pestis topoisomerase I inhibitors, primary screen, biochemical, cleavage product accumulation, plate reader, single point; AID 504884, 2011; activity, % at 10 µM; DNA topoisomerase I (Yersinia pestis CO92); hit rate 0.064% among 360,000; Y. pestis Topo-I cleavage product accumulation; in the data active = activity above about 50%, passing the limit was not always enough; note: inactives centre near 2
# Rv3671c protease: Rv3671c serine protease inhibitors, primary screen, biochemical, fluorescence polarization, M. tuberculosis H37Rv. hit rate 0.048% among 320,000. inhibition, % at 5.96 µM. AID 2606, 2010; in the data active = inhibition above about 38%;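 note: extracellular domain of Rv3671c used as enzyme; 0% = enzyme with DMSO and 100% = no enzyme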
# Target sequence (P9WHR9 whole entry, looked up, the tested form may be a part): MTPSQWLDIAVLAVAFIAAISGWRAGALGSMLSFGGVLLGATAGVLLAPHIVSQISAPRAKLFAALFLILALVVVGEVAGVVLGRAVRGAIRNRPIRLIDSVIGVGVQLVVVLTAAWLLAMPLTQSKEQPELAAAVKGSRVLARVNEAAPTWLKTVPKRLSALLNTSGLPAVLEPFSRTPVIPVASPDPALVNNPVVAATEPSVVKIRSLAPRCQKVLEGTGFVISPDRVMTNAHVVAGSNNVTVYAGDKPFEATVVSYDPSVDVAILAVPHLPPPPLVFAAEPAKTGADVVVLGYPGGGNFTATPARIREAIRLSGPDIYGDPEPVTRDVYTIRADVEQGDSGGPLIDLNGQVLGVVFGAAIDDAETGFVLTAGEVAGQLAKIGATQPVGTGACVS
# MazEF act: activators of E. coli MazEF toxin-antitoxin RNase, primary screen, biochemical, fluorescence, uHTS. FAM/BHQ RNA-DNA oligo cleavage fluorescence, 5 h. activation, % at 20 µM. Endoribonuclease toxin MazF (Escherichia coli (strain K12)), P0AE70. hit rate 0.32% among 350,000; in the data active = activation above about 50%
# Target sequence (P0AE70 whole entry, looked up): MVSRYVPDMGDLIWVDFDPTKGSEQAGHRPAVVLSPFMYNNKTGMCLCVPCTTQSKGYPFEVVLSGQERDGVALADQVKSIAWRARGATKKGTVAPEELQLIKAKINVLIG
# PfHsp40 rescue: rescue of yeast from PfHsp40 toxicity, primary screen, S. cerevisiae, ATP luminescence | S. cerevisiae expressing PfHsp40, growth rescue | growth rescue, % at 12.5 µM | hit rate 0.68% among 340,000 | AID 504582, 2011; in the data active = growth rescue above about 28%, passing the limit was not always enough;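 note: yeast W303a lacking pdr1 and pdr3 grown in galactose medium; growth measured after three days at 30 °C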
# BH1578 lux ind: inducers of Vibrio cholerae quorum light production without autoinducers, primary screen, BH1578 luxS cqsA deficient, single point | activation, % at 18.7 µM | V. cholerae BH1578 lux reporter, luminescence, 6 h | hit rate 0.16% among 350,000; in the data active = activation mostly above about 9.7%, no sharp cut-off; note: not every result past the cut was called active; inactives centre near 0; reference of the scale not given here
# An asterisk follows results filed as active; i = inactive; · = no result given; & = joins results of further samples.
Molecule,SARS 3CLpro inh,PfHsp40 rescue,TcdB inh,MazEF act,Y pestis TopoI,Rv3671c protease,SSB-PriA inh,BH1578 lux ind,Anthrax LF prot,VHR inh abs
CCCn1c(/C=C/c2ccco2)nc2ccccc21,2.0,-0.7,2.0,3.4,-2.1,-8.7,8.8,3.4,-0.4,4.0
COc1ccccc1-c1nnc(SCC(=O)NC2CCCCC2)n1C,-4.2,-0.5,0.7,2.3,7.2,-3.0,-0.9,-0.3,-3.3,2.2
O=C1CN(C(=O)CN2CCCCC2)C(c2ccccc2)c2cc(Br)ccc2N1 (stereo unspecified),6.0,-1.3,·,-1.2,14.0,-6.4,1.6,i,-9.7,17.0
Cc1ccc(C(C(=O)NC2CCCCC2)N(C(=O)c2csnn2)C2CC2)cc1 (stereo unspecified),-1.3,0.1,-1.0,8.1,-2.3,2.7,0.4,-1.2,8.6,-20.5
COc1cccc(NC(=O)c2ccc(S(=O)(=O)N(C)C)cc2)c1,-2.0,1.0,2.6,6.7,0.1,7.4,-16.7,i,-1.5,-0.5
C#CCOCCOCCOCCNc1nc(N2CCN(C(=O)[C@H](Cc3ccc(O)cc3)n3cc([C@@H](N)C(C)CC)nn3)CC2)nc(N2CCN(C(=O)[C@H](CCCCN)n3cc([C@@H](N)CO)nn3)CC2)n1 (stereo partly specified),0.5,0.2,·,13.9,-33.4,-3.8,-2.4,i,-1.4,12.0
Cc1ccc(S(=O)(=O)N2[C@@H](c3ccccc3)C(C(=O)O)=CC[C@H]2c2cccs2)cc1,·,1.5,-0.6,-3.9,0.2,-1.1,-19.5,-0.4,0.0,·
COc1cc2ncnc(NCc3ccc(C)cc3)c2cc1OC,-2.7,1.0,·,7.2,-9.2,3.9,-12.4,-0.8,-1.0,41.6
COc1ccc(C)cc1NC(=O)C(NC(=O)c1cc(OC)c(OC)c(OC)c1)C(C)C (stereo unspecified),3.8,0.2,-0.4,2.7,12.7,-6.6,2.2,-0.5,-5.6,34.4
Cn1c2ccc(F)cc2c2ncn(CC3CCCO3)c(=O)c21 (stereo unspecified),5.4,-1.2,0.0,10.7,0.7,-2.1,-8.6,-0.2,-2.5,6.1
CCOC(=O)c1ccc(NC(=O)CC2C(=O)N(c3cccc(OC)c3)C(=O)N2CCOC)cc1 (stereo unspecified),5.9,1.3,·,9.4,-2.9,7.8,-4.7,i,-1.4,16.9
O=C(NCCCN1CCOCC1)c1ccc(N2CCOCC2)c([N+](=O)[O-])c1,-1.0,-2.8,0.0,10.3,-3.2,-5.9,0.1,-0.9,2.0,0.5
Cc1nnsc1C(=O)Nc1cccc(Cl)c1C,6.2,-2.2,0.5,4.6,-8.9,6.8,-9.8,-0.4,-5.7,-7.5
CCOC(=O)C(Cc1c[nH]c2cc([N+](=O)[O-])ccc12)(NC(C)=O)C(=O)OCC,·,-1.1,-0.4,4.1,-6.3,·,-10.0,i,4.2,·
Cc1cc(C)nc(SCc2ccc(C(=O)N/N=C/c3ccccn3)cc2)n1,-0.9,2.5,1.2,2.2,11.4,13.9,·,i,-5.1,34.4
CCc1ccc(-c2cc(C(F)(F)F)n3nc(C(=O)Nc4c(C)nn(Cc5ccccc5C)c4C)cc3n2)s1,-4.3,-2.0,·,-10.8,-5.2,-0.9,-34.1,-3.0,30.5*,-10.4
O=C(NCCNc1ccc([N+](=O)[O-])cc1)c1ccc(Cl)cc1,5.6,1.1,1.0,1.8,-9.2,-6.2,-2.1,-0.4,-0.1,6.2
COc1ccccc1NS(=O)(=O)c1ccc(NC(=O)Cc2cccs2)cc1,3.4,-0.8,0.6,6.5,6.2,-7.6,-1.3,1.8,-2.5,-2.7
CN(C(=O)c1ccc(Cl)nc1)C1(c2ccccc2Cl)CCCCC1=O (stereo unspecified),-0.2,-0.6,1.5,-3.0,2.4,6.3,-14.1,0.5,-0.5,34.0
COc1cccc(S(=O)(=O)N(C)C[C@H]2OCc3cnnn3CCCC(=O)N([C@H](C)CO)C[C@@H]2C)c1,·,·,-0.1&-1.3,1.6,1.9,·,·,-0.7,-3.2,·
CC(C)(CO)CNC(=O)CCc1nnc(-c2ccc(-c3ccccc3)cc2)o1,-2.9,-0.9,1.2,-9.7,5.5,-6.0,-8.1,i,8.1,-37.0
S=C(NCc1ccccc1)NCc1ccccc1Cl,-1.2,-1.4,0.7,0.5,-8.1,·,-16.3,-0.5,-2.6,7.4
CCCC(=O)NC(=S)Nc1ccccc1C(=O)OC,5.4,0.0,·,1.4,0.8,2.9,-3.5,0.0,-0.4,46.1
CC1(C)CN(O)CCN1O,1.4,-1.7,-0.1,-0.7,3.1,-0.2,-10.4,-0.3,0.6,2.6
Cc1nc2ccc(S(=O)(=O)NC(C(=O)N3CCCCCC3)C(C)C)cc2s1 (stereo unspecified),-2.0,0.0,1.1,8.3,-2.1,2.0,-8.8,0.0,-1.6,33.5
CC(CCN1CCOCC1)c1ccccc1 (stereo unspecified),-5.1,1.2,-3.5,-4.2,-1.6,·,2.2,-0.3,3.2,-7.4
O=C(CSc1nnc(CNC(=O)c2c(F)cccc2F)o1)NCC1CCCO1 (stereo unspecified),-2.0,1.2,3.3,8.2,-0.1,-2.0,-0.7,0.0,-0.1,10.5
S=C(Nc1ccccn1)NC1CCCCC1,2.7,-1.1,0.6,14.2,4.2,0.1,2.8,-1.4,-1.3,9.0
C[C@H](CO)N1C[C@H](C)[C@@H](CN(C)S(=O)(=O)c2ccccc2)Oc2ccc(NS(=O)(=O)c3ccccc3)cc2C1=O,·,-0.6,1.2&2.1,-3.6,22.5,0.0,1.5,i,-10.7,·
C=C(C)CSc1nncn1/N=C/c1ccc(OC)cc1,5.2,-0.3,·,-12.8,16.0,3.3,·,-0.4,-1.2,17.7
O=C(Nc1nccs1)c1ccc(NC(=O)C2CC=CCC2C(=O)O)cc1 (stereo unspecified),3.0,0.2,0.8,0.9,0.1,-1.0,-10.6,i,-2.2,53.0*
CCCC(=O)NCCc1nc2ccccc2n1C,-0.9,-1.2,·,-5.9,0.6,11.5,-1.6,-0.3,-1.0,10.9
CS/C(=C\[N+](=O)[O-])Nc1ccccc1,1.6,0.2,·,-2.3,-1.8,2.3,-9.1,-0.1,-1.4,3.6
Cc1cc(C)nc(SCC(=O)Nc2ccc(N3CCOCC3)cc2)n1,-4.0,0.2,·,-4.3,-2.8,3.1,2.8,-0.4,-1.1,-6.0
CS(=O)(=O)c1ccc(C(=O)NC2CCCCC2)cc1,-3.4,0.6,·,8.9,1.6,10.5,-5.4,i,-3.0,-16.8
CCOC(=O)c1sc(=NC(=O)c2cccs2)n(C)c1C,-1.9,0.7,1.0,-2.9,2.2,6.5,-5.3,4.5,0.0,14.7
N#C/C(C(=O)NCc1ccco1)=C1/SC(Cc2ccc(Cl)cc2)C(=O)N1c1ccccc1 (stereo unspecified),5.1,-0.8,·,-22.2,22.6,-10.8,-5.4,-0.4,-3.0,11.8
Cc1cc(C)n2nc(NCc3cccc(Br)c3)nc2n1,-3.9,0.3,·,3.5,-7.4,-0.5,-15.7,i,-5.9,14.2
N#C/C(=C\c1cn(-c2ccccc2)nc1-c1cccnc1)c1nnc2n1CCCCC2,7.0,-0.5,·,-12.4,22.1,4.0,-11.3,-1.0,-7.9,8.3
O=C(Nc1ccncc1)c1ccc(Cl)c(S(=O)(=O)N2CCCCC2)c1,·,-0.6,1.8,0.0,7.3,-5.1,-12.5,-1.4,1.1,·
O=C(Nc1n[nH]c(=S)s1)c1ccc2ccccc2c1,-0.2,-0.2,1.3,-3.3,-1.3,0.4,12.1,i,·,21.8
COc1ccccc1CC(=O)Nc1cc2oc3ccccc3c2cc1OC,0.9,-0.2,·,0.1,11.9,-29.0,9.8,-1.0,3.0,28.7
COc1ccc(OC)c(NC(=O)C2CCCN(S(=O)(=O)c3cccc4cccnc34)C2)c1 (stereo unspecified),-0.6,-0.3,-9.3,4.7,7.7,2.9,6.3,2.0,-2.8,0.4
COC(=O)c1cn(NC(=O)CC2CCCCC2)c(=O)c2ccccc12,-0.1,-0.5,·,2.2,-2.2,-12.7,-9.1,i,-1.6,10.9
CNC(=O)N1c2ccccc2NC(=O)CC1C (stereo unspecified),1.1,-0.8,0.7,-13.0,1.8,-8.1,-5.2,-0.1,-0.6,-19.6
CN(C(=O)c1ccc(NC(=O)Cc2ccc(NC(=O)C3CCN(C(=O)C4CCC4)CC3)cc2)cc1)C1CC1,·,0.4,0.3,4.9,22.2,8.4,4.1,0.3,-0.6,·
COC(=O)c1ccc(COC(=O)CNC(=O)c2ccc(OC)cc2)cc1,·,0.0,3.1,2.9,6.5,-2.4,-0.2,-0.5,-8.3,·
CC(=O)c1c(C)[nH]c(C(=O)NC(C)c2ccccc2)c1C (stereo unspecified),-0.2,0.7,0.1,4.5,5.1,-2.8,4.9,-0.3,-5.6,19.9
Cc1nnc(CN(C)C(=O)c2cc(COc3ccc(C)c(C)c3)on2)o1,0.2,-1.7,4.2,-3.2,-0.2,1.1,-10.6,-0.1,-0.5,-9.1
Cc1noc(C)c1COc1ccccc1C(=O)NNC(=O)C(C)Oc1ccccc1F (stereo unspecified),·,0.6,-0.2,13.1,4.5,-5.5,-0.2,i,2.5,·

# Molecules from the list above that contain a COOH group:
Molecule,SARS 3CLpro inh,PfHsp40 rescue,TcdB inh,MazEF act,Y pestis TopoI,Rv3671c protease,SSB-PriA inh,BH1578 lux ind,Anthrax LF prot,VHR inh abs
Cc1ccc(S(=O)(=O)N2[C@@H](c3ccccc3)C(C(=O)O)=CC[C@H]2c2cccs2)cc1,·,1.5,-0.6,-3.9,0.2,-1.1,-19.5,-0.4,0.0,·
O=C(Nc1nccs1)c1ccc(NC(=O)C2CC=CCC2C(=O)O)cc1 (stereo unspecified),3.0,0.2,0.8,0.9,0.1,-1.0,-10.6,i,-2.2,53.0*

# Next results follow:
Molecule,SARS 3CLpro inh,PfHsp40 rescue,TcdB inh,MazEF act,Y pestis TopoI,Rv3671c protease,SSB-PriA inh,BH1578 lux ind,Anthrax LF prot,VHR inh abs
Cc1cc(C)c(S(=O)(=O)NC(CC(=O)O)c2cccc([N+](=O)[O-])c2)c(C)c1 (stereo unspecified),4.5,-0.6,-4.8,-5.4,4.1,7.8,-3.6,-0.2,-0.2,11.9
CC(O)(C#CCN1CCCCCC1)c1ccccc1 (stereo unspecified),-2.2,1.7,0.1,10.8,-1.0,1.9,-0.8,0.2,-7.8,16.5
CCOC(=O)c1ccccc1NC(=O)N1CCn2c(C)ccc2C1CC (stereo unspecified),0.2,0.2,·,-6.6,2.4,2.9,-3.5,i,0.5,2.3
CCN1CCN(C(=O)C2COc3ccccc3O2)CC1 (stereo unspecified),1.4,0.4,-2.8,-3.3,4.3,-6.8,-9.0,i,-3.1,12.5
Cn1ccs/c1=N\C(=O)Nc1cccc(C(F)(F)F)c1,3.3,1.0,1.1,-2.8,-6.9,-0.2,·,0.8,-0.4,32.2

# Whole records from above. Order of values: SARS 3CLpro inh	PfHsp40 rescue	TcdB inh	MazEF act	Y pestis TopoI	Rv3671c protease	SSB-PriA inh	BH1578 lux ind	Anthrax LF prot	VHR inh abs
# C[C@H](CO)N1C[C@H](C)[C@@H](CN(C)S(=O)(=O)c2ccccc2)Oc2ccc(NS(=O)(=O)c3ccccc3)cc2C1=O in the list: ·	-0.6	1.2&2.1	-3.6	22.5	0.0	1.5	i	-10.7	·
# Cc1cc(C)n2nc(NCc3cccc(Br)c3)nc2n1 in the list: -3.9	0.3	·	3.5	-7.4	-0.5	-15.7	i	-5.9	14.2

# This is a subset, so the mix of outcomes need not match the whole.
